# VP16 counter = VP16 counterscreen qHTS for inhibitors of ROR gamma transcriptional activity. Potency, µM (doses to about 53.6 µM), inactives show top-dose activity, negative = inhibition, most hits filed as inhibitors. actives 3.5% (n = 310,000). Drosophila S2 Gal4-VP16 UAS-luciferase, luminescence, 20 h;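 note: Gal4-VP16 expression switched on by copper sulfate through the metallothionein promoter; % is set by controls: 0 for no effect and ±100 for the full control effect; nearly all actives have a fitted effect of over 50% in size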
# NPC1 promoter act = qHTS Assay for NPC1 Promoter Activators. Huh7 NPC1 promoter luciferase reporter, 24 h. Potency, µM (series often up to 9.22 µM), without a hit: top-dose activation, most hits filed as activators. actives 2.4% (n = 320,000);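 note: % of control where 0% means no effect; nearly all actives have a fitted effect of over 60% in size; reporter is driven by a mutant NPC1 promoter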
#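 Quantitative HTS used a cell-based reporter: Huh7 cells stably bearing the NPC1 promoter upstream of luciferase were treated with compounds for 24 h, and promoter activation was read as luminescence.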
# Rab9 prom act = qHTS Assay for Rab9 Promoter Activators. actives 2.8% (n = 320,000). Potency, µM (titrated, usually from 9.22 µM), for inactives: at the top dose activation, negative = inhibition, actives largely listed as activators. Huh7 Rab9 promoter-luciferase reporter, luminescence, 24 h; note: % of control where 0% means no effect; nearly all actives have a fitted effect of over 60% in size
#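 Huh7 reporter line, Rab9 promoter upstream of luciferase. Compound exposure 24 h at 37 °C in reduced-serum medium with 10% FBS. Read-out: luminescence.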
# MBNL1-CUG inh = qHTS Assay for Inhibitors of MBNL1-poly(CUG) RNA binding. Muscleblind-like protein 1 (Homo sapiens), Q9NR56. TR-FRET MBNL1-His/biotin-(CUG)12 binding, 665/545 ratio. Potency, µM (series often up to 57.5 µM), without a hit: top-dose activity change, negative = inhibition, actives largely listed as inhibitors. actives 0.036% (n = 280,000). AID 2675, 2010; active = well fitted inhibition curve with a large enough effect in the signal ratio, with a control signal flat, not every such curve was filed as active; inconclusive = small, poorly fitted or top-dose-only effect, or effect the other way, or a change in a side signal; inactive = no such curve, though single readings can be large or run the other way; the % refers to the signal ratio; note: % is set by controls: 0 for no effect and ±100 for the full control effect
# Target sequence (Q9NR56 whole entry, looked up): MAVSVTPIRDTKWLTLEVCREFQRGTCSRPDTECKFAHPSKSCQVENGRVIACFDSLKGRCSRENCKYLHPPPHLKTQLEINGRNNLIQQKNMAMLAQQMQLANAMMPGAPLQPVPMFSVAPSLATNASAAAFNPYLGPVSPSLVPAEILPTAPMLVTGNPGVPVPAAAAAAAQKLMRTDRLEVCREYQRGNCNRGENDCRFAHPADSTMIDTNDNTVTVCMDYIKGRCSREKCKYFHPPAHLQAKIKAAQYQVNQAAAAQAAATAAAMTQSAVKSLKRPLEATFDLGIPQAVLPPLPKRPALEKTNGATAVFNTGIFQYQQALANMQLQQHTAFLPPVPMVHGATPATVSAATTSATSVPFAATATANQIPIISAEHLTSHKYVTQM
#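 Ratiometric TR-FRET (665 over 545 nm, excitation 340 nm) tracks disruption of MBNL1-His/biotin-(CUG)12 complex after 60 min at room temperature, with compounds at 92 nM to 58 uM final.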
# p53 reactivator = qHTS assay for re-activators of p53 using a Luc reporter; H1299 p53-A138V BP100-luciferase reporter, luminescence, 24 h; actives 0.063% (n = 320,000); Potency, µM (titrated, usually from 92.2 µM), for the others: at the top dose activity change, positive = activation, actives largely listed as activators; AID 504706, 2011; note: % of control where 0% means no effect; nearly all actives have a fitted effect of over 45% in size
#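 H1299 (p53-null), stable ts p53-A138V + BP100-Luc; 1000 cells/well, Opti-MEM/10% FBS; cpd 4 pt, 1:5; 24 h, 37 deg C, 5% CO2; detection reagent 10 min RT; luminescence.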
# uPA surface inh = qHTS for Inhibitors of Cell Surface uPA Generation. cell surface uPA generation assay, qHTS. Potency, µM (doses to about 38.3 µM), for inactives: top-dose activity change, negative = inhibition, actives largely listed as inhibitors. actives 0.31% (n = 330,000). AID 540303, 2011; active = well fitted inhibition curve with a large enough effect; inconclusive = small, poorly fitted or top-dose-only effect; inactive = no such curve, though single readings can be large or run the other way; tested in mouse RAW 264.7 cells; note: % is set by controls: 0 for no effect and ±100 for the full control effect; nearly all actives have a fitted effect of over 55% in size
# FLuc modulator = qHTS profiling assay for firefly luciferase inhibitor/activator using purifed enzyme and Km concentrations of substrates (counterscreen for miR-21 project) | Luciferin 4-monooxygenase (Photinus pyralis), P08659 | purified FLuc, Km substrates, luminescence inhibition | AID 588342, 2011 | actives 6.9% (n = 360,000) | Potency, µM (doses to about 57.5 µM), for inactives: top-dose activity change, negative = inhibition, most hits filed as inhibitors;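 note: plate controls were vehicle for no effect and reference inhibitor for full effect; nearly all actives have a fitted effect of over 55% in size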
#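 Purified P. pyralis luciferase (10nM final) with 10uM D-luciferin and 10uM ATP (Km levels) in 50mM Tris acetate pH 7.5, 10mM Mg acetate, 0.01% Tween-20, 0.05% BSA; qHTS 6-point titration, ~60 µM downward; luminescence read.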
# RORgamma inh = qHTS for inhibitors of ROR gamma transcriptional activity | Potency, µM (top dose mostly 53.6 µM), without a hit: top-dose activity change, negative = inhibition, hits mostly inhibitors | actives 5.4% (n = 310,000) | AID 2551, 2010 | Nuclear receptor ROR-gamma (Mus musculus), P51450 | Drosophila S2 Gal4-RORgamma UAS-luciferase reporter, 20 h; note: % is set by controls: 0 for no effect and ±100 for the full control effect; nearly all actives have a fitted effect of over 60% in size
# Target sequence (P51450 whole entry, looked up, the tested form may be a part): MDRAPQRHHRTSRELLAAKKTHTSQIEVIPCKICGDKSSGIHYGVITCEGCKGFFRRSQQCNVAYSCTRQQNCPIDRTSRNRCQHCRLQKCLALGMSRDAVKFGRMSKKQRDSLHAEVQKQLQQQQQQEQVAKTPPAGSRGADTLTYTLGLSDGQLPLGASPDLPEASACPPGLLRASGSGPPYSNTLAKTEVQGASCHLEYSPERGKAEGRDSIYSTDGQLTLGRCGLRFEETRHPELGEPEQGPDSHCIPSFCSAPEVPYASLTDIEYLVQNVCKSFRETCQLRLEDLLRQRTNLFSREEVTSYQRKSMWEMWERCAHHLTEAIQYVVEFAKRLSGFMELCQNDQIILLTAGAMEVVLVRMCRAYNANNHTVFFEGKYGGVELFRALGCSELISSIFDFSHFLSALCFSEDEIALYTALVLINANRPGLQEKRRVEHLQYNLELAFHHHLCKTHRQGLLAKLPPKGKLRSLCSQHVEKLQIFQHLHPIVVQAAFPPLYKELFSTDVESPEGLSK
#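 A Gal4/UAS one-hybrid system in insect cells: metallothionein-promoter Gal4–ROR gamma fusion plus Photinus luciferase reporter. Copper sulfate 700 uM final, 20 hr ambient incubation, luminescent detection after 10 min with reagent.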
# ELG1 genotoxic = qHTS screen for small molecules that induce genotoxicity in human embryonic kidney (HEK293T) cells expressing luciferase-tagged ELG1; Potency, µM (doses to about 46 µM), for inactives: at the top dose activity change, positive = activation, actives largely listed as activators; HEK293T ELG1-luciferase reporter, luminescence, 16 h; actives 1.3% (n = 330,000); note: % of control where 0% means no effect; nearly all actives have a fitted effect of over 60% in size
#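 Genotoxic stress is detected as increased luminescence from luciferase-tagged ELG1 in HEK293T cells, measured with ONE-Glo after a 16 hr treatment at 37 °C.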
# BRCA1 expr up = qHTS Assay to Identify Small Molecule Activators of BRCA1 Expression. MCF7-BRCA1-FFLuc reporter, luminescence, 48 h; response scale: scaled: vehicle 0%, 10 µM genistein 100%. Potency, µM (highest dose often 46.1 µM), for the others: at the top dose activation, actives largely listed as activators. actives 1.1% (n = 380,000). AID 624202, 2012; note: nearly all actives have a fitted effect of over 80% in size; some results filed as inactive show a strong effect at the top dose
#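 Using MCF7 cells harboring a BRCA1 firefly luciferase reporter, plated 2 h before compound pinning, the screen measured luminescence after 48 h incubation. Responses were normalized to DMSO and 10 microM genistein, then fitted for concentration-effect.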
# The depositor's hits bear a star; ? = inconclusive; / = no result given; [ ] = another dose, or the depositor's remark. Unless noted, calls come from the whole dose curve; as a rule, active = well fitted curve in the direction sought with a large enough effect; inconclusive = small, poorly fitted or top-dose-only effect, or another doubt; inactive = no such curve, though single readings can be large; an effect the other way counts as inactive or inconclusive. Potency is the fitted concentration of half-maximal effect.
1: CC1CN(C(=O)c2ccc(OC3CCN(Cc4ccccn4)CC3)cc2)CCN1C (stereo not drawn)
2: O=C(NC1CCCc2ccccc21)c1ccc(S(=O)(=O)N2CCOCC2)cc1 (stereo not drawn)
3: COC(=O)c1cc(C(=O)Nc2cccc(C)n2)cc([N+](=O)[O-])c1
4: CCn1nc(NS(=O)(=O)c2ccccc2)c2cc3cccc(C)c3nc21
5: Cc1ccn(-c2n[nH]c(C)c2[N+](=O)[O-])n1
6: COc1ccc(N(CC(=O)Nc2cc(Cl)ccc2C)S(=O)(=O)c2c(C)n[nH]c2C)cc1
Compound	1	2	3	4	5	6
VP16 counter	2%	-15%	-1%[0.365 µM]	?	-5%	2%
NPC1 promoter act	-3%	-7%	1%	2%	-6%	-29%
Rab9 prom act	4%	2%	-3%	0%	-12%	0%
MBNL1-CUG inh	-2%	-2%	?	4%	13%	-5%
p53 reactivator	3%	-6%	-6%	-6%	-2%	-7%
uPA surface inh	5%	-10%	10%	/	0%	9%
FLuc modulator	2%	-1%	0%	3%[2.3 µM]	-2%	3%
RORgamma inh	-12%	5%	?	2%	13µM*	2%
ELG1 genotoxic	4%	-1%	-9%	-2%	0%	-6%
BRCA1 expr up	-7%	14%	-14%	0%	23%	-41%

7: COc1ccc(NC(=O)CCN2CCN(Cc3ccccc3)CC2)c(OC)c1
8: O=C(Cn1c(-c2cncs2)nc2ccccc21)NCc1ccccc1
9: Cc1cc(NS(=O)(=O)c2ccc(NC(=O)C(C)Oc3ccc4c(C)cc(=O)oc4c3)cc2)no1 (stereo not drawn)
10: CCOCCCNC(=O)CN1C(=O)C(CC)Oc2ccccc21 (stereo not drawn)
11: COc1ccc(CC(NC(=O)c2ccccc2)C(=O)NCC(=O)O)cc1 (stereo not drawn)
12: C=CCNC(=O)c1onc(CSc2ccccc2F)c1C(=O)O
Compound	7	8	9	10	11	12
VP16 counter	-10%	12%	8%	9%	1%	?
NPC1 promoter act	-1%	-3%	0%	1%	1%	0%
Rab9 prom act	-1%	2%	-1%	0%	2%	5%
MBNL1-CUG inh	3%	-3%	-9%	-1%	-3%	-15%
p53 reactivator	/	3%	-10%	-1%	0%	-2%
uPA surface inh	-17%	4%	5%	5%	14%	-4%
FLuc modulator	9%	-2%	3%[2.3 µM]	2%	0%	?
RORgamma inh	-14%	13%	-2%	34%	3%	?
ELG1 genotoxic	0%	1%	0%	1%	0%	-1%
BRCA1 expr up	-22%	2%	25%	-11%	13%	0%

# Some values from above:
# no. 11 in FLuc modulator shows 0%
# no. 7 in NPC1 promoter act shows -1%
# no. 8 in ELG1 genotoxic shows 1%
# no. 10 in uPA surface inh shows 5%

# The results go on.
13: COC(=O)CCC(=O)OC1(C)C(=O)C=C2C=C(c3ccsc3)OC=C2C1=O (stereo not drawn)
14: O=c1[nH]c(=O)n(C2OC(CO)C(O)C2O)cc1Br (stereo not drawn)
15: CCOC(=O)c1sc(=S)n(-c2ccccc2Cl)c1C
16: CCc1ccc(OCCCC(=O)Nc2nnc(C3CCCO3)s2)cc1 (stereo not drawn)
17: Cc1nnsc1S(=O)(=O)Cc1ccccc1C(F)(F)F
18: COc1ccc2c(c1)c(=O)oc1cc(OCC(=O)NCC3CCC(C(=O)O)CC3)ccc12 (stereo not drawn)
Compound	13	14	15	16	17	18
VP16 counter	-5%	2%	-3%	-2%	-6%	-10%
NPC1 promoter act	/	1%	-3%	-2%	2%	11%
Rab9 prom act	/	1%	-1%	-5%	1%	1%
MBNL1-CUG inh	/	-3%	/	-3%	/	18%
p53 reactivator	/	-2%	-1%	5%	11%	5%
uPA surface inh	-4%	-1%	-4%	10%	-7%	-10%
FLuc modulator	/	0%	5%	1%	0%	11µM*
RORgamma inh	-11%	-23%	20%	10%	-12%	?
ELG1 genotoxic	/	-2%	3%	-1%	3%	11%
BRCA1 expr up	4%	-25%	-1%	-6%	-20%	6%

19: COC(=O)c1cc2n(n1)CCN(Cc1ccc(F)cc1)C2=O
20: CCOC(=O)C1(C)NC(c2ccc(OC)cc2OC)C2C(=O)N(CC)C(=O)C21 (stereo not drawn)
21: O=C(NC(=S)NN1CCCCC1c1cccnc1)c1ccc(Br)cc1 (stereo not drawn)
22: COc1ccc(/C(N)=N/OC(=O)CSc2ccccc2)cc1
23: Cc1ccccc1OCC(O)Cn1c(N2CCCCC2)nc2c1c(=O)[nH]c(=O)n2C (stereo not drawn)
24: COc1ccc(CC(=O)NCC(=O)N/N=C/c2sccc2C)cc1
Compound	19	20	21	22	23	24
VP16 counter	-3%	-9%	1.4µM*	-23%	-2%	-1%
NPC1 promoter act	2%	0%	0%	?	2%	1%
Rab9 prom act	-1%	-4%	-3%	3.2µM*	-5%	7%
MBNL1-CUG inh	-5%	1%	-11%	-1%	-6%	11%
p53 reactivator	-2%	-1%	0%	?	-7%	-6%
uPA surface inh	1%	6%	-4%	-3%	9%	7%
FLuc modulator	6%	1%	-11%	4.8µM*	1%	-3%
RORgamma inh	-13%	-14%	1.1µM*	?	25%	-9%
ELG1 genotoxic	-2%	0%	-6%	?	-2%[9.26 µM]	6%
BRCA1 expr up	-8%	37%	11%	?	2%	-5%

25: Cc1onc(-c2ccccc2)c1C(=O)Nc1nnc(C(C)(C)C)s1
26: C/C(=N/NS(=O)(=O)c1ccc(F)cc1)c1ccc(NC(=O)c2ccc(C)o2)cc1
27: CC(=O)OC(C(=O)NCCN1CCOCC1)c1c(F)cccc1F (stereo not drawn)
28: O=C(NCc1n[nH]c(=S)n1-c1ccc(Br)cc1)c1ccc(S(=O)(=O)N2CCOCC2)cc1
29: CCCCCC(=O)Nc1nc(C)c(-c2csc(Nc3cc(OC)ccc3OC)n2)s1
30: CCNc1nc(N)c(C(=C(C#N)C#N)c2ccccc2)s1
Compound	25	26	27	28	29	30
VP16 counter	-1%	-4%	-3%	-14%	-11%	-14%
NPC1 promoter act	-2%	2%	2%	-4%	-15%	0%
Rab9 prom act	-1%	3%	10%	-1%	-5%	-3%
MBNL1-CUG inh	7%	4%	-10%	45%[activator]	17%	40%[activator]
p53 reactivator	1%	12%	0%	2%	27%	4%
uPA surface inh	-2%	-8%	2%	-2%	-14%	-11%
FLuc modulator	2%	?	1%	-3%	2%	4%
RORgamma inh	-31%	25%	0%	-4%	0%	14%
ELG1 genotoxic	-2%	?	3%	-1%	-1%	2%
BRCA1 expr up	-14%	53%	-30%	-1%	-81%[inhibitor]	-39%

# Molecules shown so far that contain two or more sulfur atoms:
15: CCOC(=O)c1sc(=S)n(-c2ccccc2Cl)c1C
17: Cc1nnsc1S(=O)(=O)Cc1ccccc1C(F)(F)F
28: O=C(NCc1n[nH]c(=S)n1-c1ccc(Br)cc1)c1ccc(S(=O)(=O)N2CCOCC2)cc1
29: CCCCCC(=O)Nc1nc(C)c(-c2csc(Nc3cc(OC)ccc3OC)n2)s1
Compound	15	17	28	29
VP16 counter	-3%	-6%	-14%	-11%
NPC1 promoter act	-3%	2%	-4%	-15%
Rab9 prom act	-1%	1%	-1%	-5%
MBNL1-CUG inh	/	/	45%[activator]	17%
p53 reactivator	-1%	11%	2%	27%
uPA surface inh	-4%	-7%	-2%	-14%
FLuc modulator	5%	0%	-3%	2%
RORgamma inh	20%	-12%	-4%	0%
ELG1 genotoxic	3%	3%	-1%	-1%
BRCA1 expr up	-1%	-20%	-1%	-81%[inhibitor]

# New compounds follow:
31: Cc1ccc(N=C2SC(C(=O)NCCc3ccccc3)CC(=O)N2C)cc1C (stereo not drawn)
32: Cc1ccc(S(=O)(=O)N2CCC(C(=O)N3CCN(c4ccccn4)CC3)CC2)cc1
33: Cc1ccc2c(c1)C1CN(C)CCC1N2S(=O)(=O)c1ccc(C(C)C)cc1 (stereo not drawn)
34: COc1cc2nc(CN(C)Cc3ccc(C(C)(C)C)cc3)[nH]c(=O)c2cc1OC
35: CN=c1scc(-c2ccccc2F)n1/N=C/c1ccc(O)c(O)c1O
36: NC(=O)NC(=O)COC(=O)CN1C(=O)C2CCCCC2C1=O (stereo not drawn)
37: COc1ccc(NC(=O)c2ccccc2)cc1NS(=O)(=O)c1ccc(F)cc1
38: CC(C(=O)NC(=O)NC1CCCCC1)N(C)CC(=O)Nc1ccc(F)c(F)c1F (stereo not drawn)
Compound	31	32	33	34	35	36	37	38
VP16 counter	2%	-5%	/	-3%	-72%	-1%	3%	/
NPC1 promoter act	-5%	-4%	-5%	1%	?	1%	0%	-5%
Rab9 prom act	-7%	-1%	-5%	1%	?	-3%	0%	-5%
MBNL1-CUG inh	-1%	4%	/	-4%	?	-4%	-11%	/
p53 reactivator	-2%	-5%	-8%	7%	11%	17%	-9%	-6%
uPA surface inh	3%	3%	-45%	3.5µM*	-12%	1%	1%	-6%
FLuc modulator	0%	2%	0%	?	0.76µM*	2%	-11%	4%
RORgamma inh	32%	1%	/	18%	?	?	1%	/
ELG1 genotoxic	-12%	-5%	-1%	-3%	9%	3%	4%	-4%
BRCA1 expr up	-25%	-9%	-13%	24%	-71%	-5%	-37%	-36%
